Compound activity: PubChem, several laboratories
FXIa inh 1536 – blocks human coagulation factor XIa protease activity. P03951. purified FXIa, Boc-Glu-Ala-Arg-AMC fluorogenic substrate. inhibition, % at 5 µM. actives 0.14% (n = 220,000). AID 798;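 active = inhibition of at least 40%; inactive = inhibition below 40%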;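 also: fluorescence of freed AMC excited at 355 nm; 0% = enzyme without compound and 100% = no enzyme blank; many of its hits are not listed in these tables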
Target sequence (P03951 19-387 limits assumed): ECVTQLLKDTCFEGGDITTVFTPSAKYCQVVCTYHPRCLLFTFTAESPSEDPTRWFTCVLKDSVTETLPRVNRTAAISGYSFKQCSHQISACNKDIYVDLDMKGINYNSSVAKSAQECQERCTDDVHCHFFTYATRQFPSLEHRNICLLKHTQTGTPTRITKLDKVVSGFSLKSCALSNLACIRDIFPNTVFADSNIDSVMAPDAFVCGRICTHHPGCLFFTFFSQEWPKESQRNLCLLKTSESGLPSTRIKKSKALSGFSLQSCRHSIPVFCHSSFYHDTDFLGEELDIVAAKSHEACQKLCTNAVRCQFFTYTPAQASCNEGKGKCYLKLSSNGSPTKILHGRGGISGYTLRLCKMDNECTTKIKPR
Target sequence (P03951 388-625 limits assumed): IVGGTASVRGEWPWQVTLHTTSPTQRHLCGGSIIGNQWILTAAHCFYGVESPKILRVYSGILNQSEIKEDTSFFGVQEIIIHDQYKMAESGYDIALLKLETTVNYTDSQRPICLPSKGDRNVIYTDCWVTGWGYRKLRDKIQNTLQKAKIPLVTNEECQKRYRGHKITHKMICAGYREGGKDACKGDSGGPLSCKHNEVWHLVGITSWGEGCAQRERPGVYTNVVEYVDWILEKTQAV
KCC2 mod – modulates chloride dependent transport by human KCC2; Q9H2X9; KCC2 cells, thallium flux FluoZin-2 fluorescence; B-score of Tl+ flux slope (higher = more flux/activation; lower = inhibition) at 10 µM; actives 2.2% (n = 190,000);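 active = thallium flux slope and its plate-corrected score both differing from the plate sample mean at a set confidence after two filtering rounds, in either direction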;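 also: slope of fluorescence scaled to starting intensity during 10 to 20 s after thallium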
FXIIa inh – factor XIIa (human) inhibition; purified FXIIa, Boc-QGR-AMC fluorogenic substrate, 2 h; inhibition, % at 5 µM; actives 0.3% (n = 220,000); in the data active = inhibition above about 40%;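 also: 0% = enzyme with no compound and 100% = blank without enzyme; many of its hits are not listed in these tables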
Hck-Nef inh – inhibitors of human Hck kinase activated by Nef; P08631; Recombinant Hck-YEEI plus Nef, Z-Lyte FRET kinase assay; inhibition, % at 20 µM; actives 0.68% (n = 220,000); AID 463187;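 active = Hck-Nef kinase inhibition above about 50%, limit read from the data; inactive = inhibition below that limit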;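 also: 0% = DMSO with Hck plus Nef and 100% = Hck alone without Nef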
zVAD death inh – blocks zVAD induced death of L929 cells; viability rescue, % at 10 µM; L929 zVAD necroptosis rescue, ATP luminescence, 24 h; with zVAD 60 µM; AID 1377; actives 0.38% (n = 220,000);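 active = activation, scaled between plate controls, above about 75%, limit read from the data; inactive = activation under that limit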;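 also: 0% = zVAD with DMSO and 100% = DMSO alone without zVAD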
TNF necrop inh – TNF-alpha cell death inhibition in Jurkat FADD-/- cells; actives 0.068% (n = 220,000); Jurkat FADD-/- TNF necroptosis rescue, ATP luminescence, 24 h; 0 = TNF only, 100 = no-TNF cells; AID 463075; activation (protection from cell death), % at 10 µM;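 active = activation, meaning protection from cell death, of at least 50% relative to plate controls; inactive = activation below 50%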;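 also: necroptosis triggered by 40 ng/mL TNF-alpha added together with compound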
thrombin 1536 – inhibitors of human thrombin | P00734 | alpha-thrombin, Boc-VPR-AMC fluorogenic substrate cleavage | inhibition, % at 5 µM | actives 0.26% (n = 220,000) | AID 1046;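 active = inhibition at or above 40%; inactive = inhibition below 40%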;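 also: 0% = enzyme with no compound and 100% = wells without enzyme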
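Assay system: human alpha-thrombin enzyme. Reagent: Boc-VPR-AMC substrate, 15 µM final. Compound dosing: one concentration per compound, 5 µM, with 0.2% DMSO. Incubation: room-temperature reaction. Technique: AMC fluorescence, 355/460 nm. Measure: % inhibition relative to enzyme controls and enzyme-free blanks.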
hK5 inh – inhibitors of human kallikrein 5; Q9Y337; AID 873; recombinant hK5, fluorogenic AMC substrate cleavage; actives 0.59% (n = 210,000); inhibition, % at 5 µM;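 active = inhibition of 40% or more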;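 also: 0% = enzyme controls without compound and 100% = no-enzyme blanks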
Rad51 HR inh – Rad51 (human) homologous recombination inhibition; Q06609; hRad51 DNA strand exchange, fluorescence dequenching; inhibition, % at 10 µM; actives 0.085% (n = 200,000);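 active = inhibition above 40% at the single screening dose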;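 also: 0% = DMSO control wells and 100% = blanks with heterologous ssDNA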
Target sequence (Q06609 whole entry, looked up): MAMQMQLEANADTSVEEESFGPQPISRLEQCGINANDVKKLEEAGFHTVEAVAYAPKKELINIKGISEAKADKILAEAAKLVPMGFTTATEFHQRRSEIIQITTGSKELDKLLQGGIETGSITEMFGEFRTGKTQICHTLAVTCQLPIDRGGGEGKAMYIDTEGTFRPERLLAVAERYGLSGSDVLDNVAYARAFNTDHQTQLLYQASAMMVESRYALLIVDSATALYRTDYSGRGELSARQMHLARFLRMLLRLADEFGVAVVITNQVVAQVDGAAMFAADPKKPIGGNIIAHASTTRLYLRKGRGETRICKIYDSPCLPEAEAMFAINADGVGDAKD
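material = hRad51 filaments on single-stranded DNA | timing = filaments 15 min 37 °C, then compound 30 min | signal = FRET fluorescence dequenching, excitation 485 nm, emission 520 nm | benchmarks = control wells and blank wells on each plate | evaluation = percent inhibition relative to plate controls and blanks | compound = 10 µM final, single point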
Active calls of the source: *; · = not tested or not shown. Not all compounds are listed; the hit share may differ from the screen's.

item | smiles | FXIa inh 1536 | KCC2 mod | FXIIa inh | Hck-Nef inh | zVAD death inh | TNF necrop inh | thrombin 1536 | hK5 inh | Rad51 HR inh
1 | Cc1ccc(OCCOCCn2ccnc2)c(Br)c1 | 3 | -0.79 | 5 | 0 | 0.0 | -4.7 | -3 | -8 | 3
2 | CCOC(=O)c1c(C)nc2c(c1-c1cc(OC)c(OC)c(OC)c1)C(=O)c1ccccc1-2 | -6 | -0.45 | 2 | 5 | -0.1 | -2.0 | -7 | 8 | -1
3 | Cc1cc(C(=O)NNC(=S)Nc2ccccc2)nn1C | -5 | -0.46 | 6 | 20 | 20 | 0.5 | -5 | -10 | 12
4 | CCOC(=O)c1c(C)[nH]c(C(=O)OCC(=O)c2c(N)n(C)c(=O)n(C)c2=O)c1C | 5 | 0.23 | 12 | -4 | 0.7 | -0.3 | -4 | -2 | -1
5 | COc1cccc(-c2noc(CCCC(=O)Nc3ccc(C(N)=O)cc3)n2)c1 | 1 | 0.58 | 11 | 21 | 2.4 | 0.5 | -9 | -6 | 13
6 | COC(=O)CC(=O)CSc1nc2c(cc1C#N)CCC2 | 7 | -1.4 | 10 | 4 | 1.3 | -1.8 | 2 | -7 | 4
7 | CCN(CC)S(=O)(=O)c1cc(NC(=O)C(C)OC(=O)c2[nH]c(C)c(C(C)=O)c2C)ccc1C (stereo unspecified) | 2 | -1.7 | 9 | 2 | 4.6 | 4.4 | -3 | -15 | -1
8 | O=C(NC1C=CS(=O)(=O)C1)c1sc2ccccc2c1Cl (stereo unspecified) | -4 | 1.1 | -7 | 4 | 0.0 | -11 | -2 | -1 | 1
9 | Cc1nnc(N(C(=O)c2cnccn2)c2ccccc2)s1 | 1 | 0.17 | 9 | 0 | 0.0 | -4.0 | 0 | 2 | -2
10 | O=c1c(Cc2ccc(F)cc2)c(O)ccn1CC1CCCO1 (stereo unspecified) | 6 | 0.13 | 4 | 26 | 5.8 | 0.0 | 1 | -21 | 5
11 | COC(=O)c1ccc2c(=O)n(CCCCCC(=O)NCc3ccccc3)c(=O)[nH]c2c1 | -2 | 0.024 | 12 | 0 | 1.2 | 0.7 | 9 | -8 | 2
12 | COc1ccc(CNC(=O)CSc2ncnc3nc[nH]c23)cc1 | 3 | 0.87 | 16 | 0 | 0.4 | -2.9 | 4 | -21 | -7
13 | CCC(C)[C@H](NC(=O)OC(C)(C)C)C(=O)N/N=C/c1ccc2cc(OC)ccc2n1 (stereo partly specified) | -8 | -1 | -8 | 1 | 1.0 | 2.2 | -6 | -6 | -1
14 | CCOCCCNC(=O)C(C)NS(=O)(=O)c1ccc(C)cc1 (stereo unspecified) | 7 | -0.09 | 8 | 1 | 0.0 | -0.2 | -5 | -10 | 0
15 | O=C(O)COc1ccccc1/C=N/NC(=O)COc1ccc(-c2ccccc2)cc1 | -1 | -1.2 | 12 | 25 | -0.1 | -2.4 | -2 | -3 | 20
16 | Cc1cc2cc(CNC(=O)CCC(=O)O)ccc2[nH]1 | 4 | -0.84 | -6 | 3 | 1.3 | 0.8 | -20 | 6 | -18
17 | CCOC(=O)c1ccc(NC(=O)C23CCC(C)(C(=O)O2)C3(C)C)cc1 (stereo unspecified) | 7 | -1.3 | 16 | -5 | 5.6 | 4.3 | 2 | -2 | -7
18 | CC1CCN(Cc2nc3c(c(=O)n(C)c(=O)n3C)n2CCCc2ccccc2)CC1 | 1 | -1.2 | 15 | 7 | -0.5 | -0.9 | 4 | -10 | 15
19 | O=C(OCc1cccc([N+](=O)[O-])c1)c1cc(=O)[nH]c2ccccc12 | 20 | 0.047 | 6 | 18 | 12 | 0.7 | -4 | 1 | 12
20 | Cc1sc2nc(CN3CCOCC3)nc(Cl)c2c1C | -8 | 1.2 | 0 | 2 | · | 11 | -7 | -11 | ·
21 | COc1cc(/C=C/C(=O)N(C)c2ccccc2C(=O)O)cc(OC)c1OC | 7 | 0.27 | 22 | -2 | 0.1 | -0.6 | 5 | 1 | 2
22 | O=[N+]([O-])c1ccc(S(=O)(=O)N/N=C/c2cccs2)cc1 | -6 | 0.17 | 2 | -5 | -0.5 | 2.9 | -6 | 16 | -8
23 | Cc1sc(N/N=C/c2cccnc2)nc1-c1ccc(Cl)cc1 | -7 | · | -11 | 1 | 0.4 | -3.9 | -3 | -2 | -1
24 | Cc1cc(C)nc(N/N=C/c2ccccc2OCc2ccc(Cl)cc2)n1 | 7 | 0.38 | 5 | 5 | 0.4 | 4.4 | 0 | -6 | 0
25 | CCC(CC)C(=O)c1c[nH]c(C(=O)NN)c1 | 3 | 1 | 11 | 26 | 5.1 | 0.2 | -8 | -3 | -12

Entries by screen from above:
Compounds 2 to 12 in KCC2 mod, in turn: -0.45, -0.46, 0.23, 0.58, -1.4, -1.7, 1.1, 0.17, 0.13, 0.024, 0.87
Compounds 2 to 12 in TNF necrop inh, in turn: -2.0, 0.5, -0.3, 0.5, -1.8, 4.4, -11, -4.0, 0.0, 0.7, -2.9
Compounds 2 to 12 in Rad51 HR inh, in turn: -1, 12, -1, 13, 4, -1, 1, -2, 5, 2, -7

The main list resumes, starting four compounds before the break.
item | smiles | FXIa inh 1536 | KCC2 mod | FXIIa inh | Hck-Nef inh | zVAD death inh | TNF necrop inh | thrombin 1536 | hK5 inh | Rad51 HR inh
22 | O=[N+]([O-])c1ccc(S(=O)(=O)N/N=C/c2cccs2)cc1 | -6 | 0.17 | 2 | -5 | -0.5 | 2.9 | -6 | 16 | -8
23 | Cc1sc(N/N=C/c2cccnc2)nc1-c1ccc(Cl)cc1 | -7 | · | -11 | 1 | 0.4 | -3.9 | -3 | -2 | -1
24 | Cc1cc(C)nc(N/N=C/c2ccccc2OCc2ccc(Cl)cc2)n1 | 7 | 0.38 | 5 | 5 | 0.4 | 4.4 | 0 | -6 | 0
25 | CCC(CC)C(=O)c1c[nH]c(C(=O)NN)c1 | 3 | 1 | 11 | 26 | 5.1 | 0.2 | -8 | -3 | -12
26 | COc1ccc(-c2cc(C(F)F)n3ncc(C(=O)N4CCN(C)CC4)c3n2)cc1 | -1 | -1.9 | 2 | 6 | 1.8 | -2.7 | -2 | -9 | 8
27 | COc1ccc(/C=C2\OC(=O)c3c(OC)cccc32)cc1OC | -8 | -0.76 | -6 | 6 | 0.3 | -4.9 | -9 | -309 | ·
28 | CC1=CCC2C(=O)N(c3ccc(C(=O)N4CCCCCC4)cc3)C(=O)C2C1 (stereo unspecified) | -5 | · | -3 | 1 | -0.9 | -0.1 | 3 | -16 | 3
29 | Cc1oc2c(CN3CCCC3)c(O)ccc2c(=O)c1-c1ccc(Cl)cc1 | -9 | · | -24 | 2 | 0.3 | 0.3 | -5 | -41 | 12
30 | O=C1CSC(c2cn(-c3ccccc3)nc2-c2ccccc2)N1Cc1ccco1 (stereo unspecified) | 5 | 0.14 | 9 | 1 | -0.5 | 2.5 | 0 | 4 | -4
31 | O=C(N/N=C\c1ccc(Br)o1)C1COc2ccccc2O1 (stereo unspecified) | 2 | · | 11 | 19 | 2.7 | 2.0 | -5 | 2 | -7
32 | CCCc1cc2c(=O)c(-c3ccccn3)coc2cc1OC | -4 | -0.2 | 4 | -1 | -0.2 | -9.8 | -7 | -10 | 10
33 | CCNc1[nH]c(=O)n(C)c(=O)c1N=O | 0 | 0.34 | 21 | -2 | 0.2 | -1.1 | -6 | -8 | -2
34 | CN(C)Cc1ccc(F)cc1Sc1cc(Cl)ccc1Cl | 7 | · | 19 | 4 | 0.2 | 0.6 | -1 | -13 | -9
35 | O=C(OCc1nc2ccccc2s1)c1ccc(Br)o1 | -1 | -1.3 | 12 | 21 | 1.4 | 0.6 | 1 | 0 | -16
36 | Cc1nc2nc(C)c(CCC(=O)NC3CCCCC3)c(C)n2n1 | 19 | -0.018 | 7 | 3 | 0.6 | 0.3 | 3 | -4 | 11
37 | Nc1nnc(SCC(=O)NCCOc2ccccc2)s1 | 6 | 0.8 | 15 | 8 | -0.4 | -1.3 | -3 | -3 | 5
38 | COc1cc(/C=C(\C#N)C(=O)NCC2CCCO2)ccc1OC(C)C (stereo unspecified) | 6 | -0.46 | 13 | 13 | 1.5 | 3.4 | -2 | -20 | -4
39 | Cc1ccc(-n2[nH]c(C)c(C=Nc3ccc(S(=O)(=O)N4CCOCC4)cc3)c2=O)c(C)c1 | -5 | 0.13 | 2 | -2 | 0.5 | -0.6 | -5 | -19 | -5
40 | COc1ccc(C(c2nnnn2Cc2ccccc2)N2CCN(c3ccccc3)CC2)cc1 (stereo unspecified) | 10 | -1.4 | 17 | 9 | -0.4 | 0.3 | 3 | -6 | 10
41 | O=NN(CCc1ccncc1)c1ccc(OCc2ccccc2)cc1 | 4 | -2.6 | 4 | -3 | -1.2 | -11 | 0 | 2 | 1
42 | O=C1CC(c2ccc(F)cc2)SC(N(c2ccccc2)c2ccccc2)=N1 (stereo unspecified) | -5 | -1.5 | 0 | -4 | 1.1 | 0.5 | -9 | -16 | -3
43 | CC(C)CCN1CCN(Cc2cccc(-n3cccn3)c2)CC1CCO (stereo unspecified) | -3 | -0.81 | 6 | 14 | -1.2 | 1.6 | -6 | 1 | -9
44 | O=C(NCc1ccccn1)c1ccc(COc2ccc(Cl)cc2)o1 | -1 | · | 7 | 0 | 0.0 | 0.0 | -8 | -16 | 13
45 | COC(=O)c1cc(Br)c(=O)n(Cc2ccncc2)c1 | -10 | 1.2 | 6 | 2 | -0.1 | -1.2 | -20 | -9 | 4
46 | Cc1nc(Cl)c(C(=O)Nc2cccc(F)c2)c(C)c1Cl | -5 | 0.047 | 2 | 18 | 1.6 | 0.8 | -9 | -3 | 3
47 | CCn1c(C(=O)N2CCC(Cc3ccccc3)CC2)cc2sccc21 | 5 | -0.91 | 14 | 3 | -0.3 | 2.5 | 4 | -6 | -4
48 | CCCCn1c(NCc2cccs2)nc2ccccc21 | 1 | -0.26 | -1 | -18 | -0.1 | 0.7 | -3 | -6 | 10
49 | COc1ccc(NC(=S)NNC(=O)COc2ccc(Cl)cc2Cl)cc1 | -2 | 3.7 | 3 | -1 | 0.8 | 1.5 | -8 | -20 | 2
50 | CC(=O)C1=C(O)CC(c2ccccc2)CC1=NCCc1ccccc1 (stereo unspecified) | 0 | -0.54 | -5 | 30 | -1.3 | 0.0 | -5 | -7 | -2
51 | CC1(C)CC2(CCO1)N1CC3(C)CN2CC(C)(C1)C3O (stereo unspecified) | -4 | 1 | -21 | -5 | -0.1 | -1.4 | -3 | 8 | 0
52 | CC(C)CN(C(=O)CN1CCOCC1)c1c(N)n(CC(C)C)c(=O)[nH]c1=O | -11 | 1.3 | -3 | -1 | -0.7 | 0.2 | -14 | -6 | 3
53 | CCCCCCc1nc2ccccc2c(=O)n1NC(=O)c1c(O)c2c(n(CC(C)C)c1=O)CCCC2 | 7 | 2.9 | 22 | 1 | -0.3 | -1.6 | 2 | -21 | 2

Three compounds out of the list above, arranged by the number in thrombin 1536, descending:
#	SMILES	FXIa inh 1536	KCC2 mod	FXIIa inh	Hck-Nef inh	thrombin 1536	hK5 inh	Rad51 HR inh
28	CC1=CCC2C(=O)N(c3ccc(C(=O)N4CCCCCC4)cc3)C(=O)C2C1 (stereo unspecified)	-5	·	-3	1	3	-16	3
31	O=C(N/N=C\c1ccc(Br)o1)C1COc2ccccc2O1 (stereo unspecified)	2	·	11	19	-5	2	-7
27	COc1ccc(/C=C2\OC(=O)c3c(OC)cccc32)cc1OC	-8	-0.76	-6	6	-9	-309	·
